PAFAH1B2 inh: PAFAH1B2 enzyme inhibitors, primary screen, biochemical, fluorescence polarization, human. AID 492953, 2010. Platelet-activating factor acetylhydrolase IB subunit alpha2 (Homo sapiens), P68402. recombinant PAFAH1B2, FP-rhodamine activity probe. 340,000 tested, 1.2% active. inhibition, % at 3.39 µM;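 active means inhibition above the mean of all tested compounds plus 3 SD, cut at about 24% in these data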;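 further: 0% = enzyme with DMSO and 100% = wells lacking PAFAH1B2; many of its hits are not listed in these tables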
PAFAH1B3 FP inh: PAFAH1B3 enzyme inhibitors, primary screen, biochemical, fluorescence polarization, human. Platelet-activating factor acetylhydrolase IB subunit alpha1 (Homo sapiens), Q15102. recombinant PAFAH1B3, FP-rhodamine probe. inhibition, % at 3.39 µM. 340,000 tested, 0.28% active;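 active means inhibition above the screen-wide average of all tested compounds plus 3 SD, cut at about 25% in these data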;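 further: 0% = enzyme with DMSO only and 100% = wells lacking PAFAH1B3 protein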
Target sequence (Q15102 whole entry, looked up): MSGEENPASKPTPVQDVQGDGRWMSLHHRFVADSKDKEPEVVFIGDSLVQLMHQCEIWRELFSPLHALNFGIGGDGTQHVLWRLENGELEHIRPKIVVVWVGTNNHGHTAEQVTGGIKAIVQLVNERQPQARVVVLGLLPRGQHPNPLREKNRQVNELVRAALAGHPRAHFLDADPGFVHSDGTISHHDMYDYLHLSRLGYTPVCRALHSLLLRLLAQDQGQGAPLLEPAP
PAFAH2 FP inh: PAFAH2 enzyme inhibitors, primary screen, biochemical, fluorescence polarization, human | AID 492956, 2010 | Platelet-activating factor acetylhydrolase 2, cytoplasmic (Homo sapiens), Q99487 | 340,000 tested, 0.99% active | recombinant PAFAH2, FP-rhodamine activity probe | inhibition, % at 3.39 µM;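 active means inhibition above the mean over all tested compounds plus 3 SD, cut at about 30% in these data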;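 further: inhibitors block probe labeling of enzyme so polarization drops; 0% = enzyme with DMSO and 100% = wells lacking PAFAH2 protein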
* = called active by the depositor. These rows are one share of the data; the hit share may differ from the screen's.

SMILES	PAFAH1B2 inh	PAFAH1B3 FP inh	PAFAH2 FP inh
COc1ccccc1NC(=O)c1cn(CCC#N)nc1-c1ccc(F)cc1	3	3	3
N#Cc1c(Br)n(C2OC(CO)C(O)C2O)c2ncnc(N)c12 (stereo not given)	6	5	3
Cc1ccccc1-c1ccc2n1Cc1cnnn1-c1ccccc1-2	4	6	4
CN(C)Cc1c[nH]c2ccc([N+](=O)[O-])cc12	2	6	1
COc1ccc(C2=CC(c3ccc4c(c3)OCO4)c3c(c4ccccc4oc3=O)O2)cc1OC (stereo not given)	-2	-9	-4
O=C(Cc1c[nH]c2ccccc12)NNCc1ccc(N(CCCl)CCCl)cc1	21	8	11
N#Cc1ccc(NC(=O)CN2CCN(C(=O)c3cccs3)CC2)cc1Cl	1	7	0
CC1c2ccccc2-n2nncc2CN1CC1CCCCC1 (stereo not given)	2	5	1
COc1cccc2c1N=C1CCCC3CN(C(C)=O)CCC123 (stereo not given)	4	3	0
Cc1[nH]c2ccccc2c1CN1CCCCC1	-1	2	-1
C[C@]12C=CC(=O)C=C1CC[C@@H]1[C@@H]2CC[C@]2(C)C(=O)CC[C@@H]12	4	6	2
Cc1ccccc1CN1Cc2cnnn2-c2ccccc2C1C#N (stereo not given)	9	9	-3
C#CC1(O)CCC2C3CCC4=CC(=O)CCC4=C3C=CC21C (stereo not given)	3	3	-1
CCC1(c2ccccc2)C(=O)NC(=S)NC1=O	-4	5	-3
COc1ccc(-c2cc(=NCCC(=O)O)c3cc(C)ccc3o2)cc1	3	11	0
O=C1NC(=O)N(CCc2ccc(F)cc2)C(=O)/C1=C\C=C\c1ccccc1	2	4	11
C=CCN(CC=C)C(=O)CCN1CC1C (stereo not given)	2	6	9
O=c1c([N+](=O)[O-])cn(O)cc1[N+](=O)[O-]	7	9	9
CCOC(=O)C1CCCN(c2ccc([N+](=O)[O-])c3nonc23)C1 (stereo not given)	50*	39*	46*
CC1=CC2OC3CC4OC(=O)C=CC=CC(C(C)O)OCC(O)C(C)CC(=O)OCC2(CC1O)C4(C)C31CO1 (stereo not given)	5	1	-2
CCN(CC(=O)Nc1ccc(C#N)c(Cl)c1)CC(=O)NC1CCS(=O)(=O)C1 (stereo not given)	0	2	-1
N#CC1c2ccccc2-n2nncc2CN1C(=O)CCc1ccccc1 (stereo not given)	1	12	-7
COC(/C(C)=C/C=C/C(C)=C/c1coc(C)n1)C(C)C1CC(O)C2(C)OC2C=CC(C)C2CC(CC(=O)O2)CC2OC2C(=O)O1 (stereo not given)	-4	-5	-3

Filtered by structure, the compounds so far containing four or more nitrogen atoms (10)
SMILES	PAFAH1B2 inh	PAFAH1B3 FP inh	PAFAH2 FP inh
COc1ccccc1NC(=O)c1cn(CCC#N)nc1-c1ccc(F)cc1	3	3	3
N#Cc1c(Br)n(C2OC(CO)C(O)C2O)c2ncnc(N)c12 (stereo not given)	6	5	3
Cc1ccccc1-c1ccc2n1Cc1cnnn1-c1ccccc1-2	4	6	4
O=C(Cc1c[nH]c2ccccc12)NNCc1ccc(N(CCCl)CCCl)cc1	21	8	11
N#Cc1ccc(NC(=O)CN2CCN(C(=O)c3cccs3)CC2)cc1Cl	1	7	0
CC1c2ccccc2-n2nncc2CN1CC1CCCCC1 (stereo not given)	2	5	1
Cc1ccccc1CN1Cc2cnnn2-c2ccccc2C1C#N (stereo not given)	9	9	-3
CCOC(=O)C1CCCN(c2ccc([N+](=O)[O-])c3nonc23)C1 (stereo not given)	50*	39*	46*
CCN(CC(=O)Nc1ccc(C#N)c(Cl)c1)CC(=O)NC1CCS(=O)(=O)C1 (stereo not given)	0	2	-1
N#CC1c2ccccc2-n2nncc2CN1C(=O)CCc1ccccc1 (stereo not given)	1	12	-7

Bioassay records as filed in PubChem BioAssay.
